KOR beta-arrestin-1 – KOR antagonists, beta-arrestin recruitment, cell-based, luminescence, uHTS (AID 1778) | KOR beta-arrestin recruitment, luminescence, antagonist mode; higher % means a stronger effect | inhibition, % at 10 µM, or IC50 in µM where a hit was titrated | hit rate 0.091% among 290,000; also: strong numbers were not always called active
NOD2 inhibition – NOD2 signaling inhibitors, cell-based, luminescence, uHTS, HEK293 (AID 1566); HEK293 NOD2/NF-kB luciferase reporter, luminescence; higher % means a stronger effect; inhibition, % at 4 µM, or EC50 in µM where a hit was titrated; hit rate 0.63% among 290,000; also: many of its hits are not listed in these tables
KOR beta-arrestin-2 – KOR agonists, beta-arrestin recruitment, primary screen, cell-based, luminescence, uHTS (AID 1777); one-dose activation, % at 10 µM; EC50 in µM for titrated hits; hit rate 0.02% among 280,000; KOR beta-arrestin recruitment, luminescence; higher % means a stronger effect; in the data active = activation above about 50%, passing the limit was not always enough; also: a part of the inactive calls stands beside numbers as strong as those of hits
T cell modulator – T cell immune modulators affecting CD8 T cell-vesicle binding. calls only at 7 µM. hit rate 0.068% among 330,000. 2C CD8+ T cell-vesicle binding, flow cytometry; active compounds read low;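 active = response, share of CD8 T cells binding vesicles, and their 90th percentile fluorescence all below set limits, cut at about 80% in these data, passing the limit was not always enough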
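Material: 2C TCR transgenic mouse naive CD8+ T cells, MACS-purified. Also added: QL9-charged Drosophila Ld/ICAM-1/B7-1 vesicles. Timing: binding 1.5 h at 37 °C. Measured by: high-throughput flow cytometry with anti-B7-1 and anti-CD8 staining. Read-out: percent CD8+ FL2 mean versus row control. Controls: Unloaded micro-vesicles (low), QL9 vesicles with 0.7% DMSO (high).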
NOD1 inhibition – inhibition of NOD1-driven NF-kB reporter – cell-based, luminescence, uHTS, primary screen (AID 1578); NOD1-driven NF-kB luciferase reporter cells, luminescence; higher % means a stronger effect; inhibition, % at 4 µM, or EC50 in µM where a hit was titrated; hit rate 1% among 290,000; in the data active = inhibition mostly above about 36%, no sharp cut-off; inactive = mostly below about 34%;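 also: HEK-293T reporter cells stimulated with the NOD1 agonist gamma-tri-DAP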
GPR55 LPI antagonism – GPR55 antagonists blocking LPI-driven arrestin recruitment, primary screen, imaging, U2OS, beta-arrestin-GFP, LPI agonist (AID 2013); U2OS GPR55 beta-arrestin-GFP translocation imaging, LPI antagonism; higher % means a stronger effect; inhibition, % at 10 µM; hits with a dose series show IC50 in µM; hit rate 0.13% among 290,000;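 active = spots per cell inhibited over 60%, with over 100 cells counted and total cytoplasm intensity under 500,000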;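 also: U2OS cells stably carrying GPR55 and arrestin-GFP stimulated by 5 µM LPI near EC80; imaged beta-arrestin-GFP aggregate spots per cell after agonist stimulation; plate controls were LPI-stimulated DMSO wells for no effect and DMSO wells without LPI for full effect; some results filed as inactive read as strong as hits; confirmed hits need IC50 under 10 µM and bright autofluorescent wells are also inconclusive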
NTR1 agonist – NTR1-driven beta-arrestin-GFP spot formation – imaging, U2OS cells, high content, primary screen (AID 493036); agonist mode; activation, % at 20 µM; hit rate 0.17% among 330,000;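 active = activation at or above 40% of the spot to cytoplasm intensity ratio, with at least 20 cells analyzed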;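 also: 0% = DMSO without peptide and 100% = 100 nM NTR1 peptide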
Target sequence (P30989 whole entry, looked up): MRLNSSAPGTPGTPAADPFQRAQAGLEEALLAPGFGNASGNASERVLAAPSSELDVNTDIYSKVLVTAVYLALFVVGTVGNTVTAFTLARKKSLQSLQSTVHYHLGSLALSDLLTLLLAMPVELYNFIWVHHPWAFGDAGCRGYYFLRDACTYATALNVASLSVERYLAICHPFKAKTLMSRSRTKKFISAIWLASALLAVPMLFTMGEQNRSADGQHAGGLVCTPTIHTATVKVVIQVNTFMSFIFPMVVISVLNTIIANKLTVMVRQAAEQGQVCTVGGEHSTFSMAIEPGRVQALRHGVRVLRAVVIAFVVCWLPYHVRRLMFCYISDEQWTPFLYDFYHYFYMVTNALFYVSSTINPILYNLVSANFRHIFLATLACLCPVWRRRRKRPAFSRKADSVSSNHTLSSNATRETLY
GPR55 beta-arrestin – selective activators of receptor GPR55 – imaging, U2OS cells, beta-arrestin-GFP redistribution, primary screen (AID 1961) | activation, % at 10 µM, or EC50 in µM where a hit was titrated | hit rate 0.048% among 290,000 | U2OS GPR55 beta-arrestin-GFP redistribution imaging; higher % means a stronger effect;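 active = activation above 40% with more than 50 cells counted in the well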;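 also: U2OS osteosarcoma cells stably expressing GPR55 and beta-arrestin-GFP; plate controls were DMSO negative control for no effect and LPI positive control for full effect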
Myeloid diff MLP – promotes myeloid progenitor differentiation; AID 624256; ER-HoxA9 myeloid progenitors, lysozyme-GFP differentiation, flow cytometry; calls only at 10 µM; hit rate 1% among 360,000;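 active = normalized GFP-positive differentiation at or above the plate's own cutoff, the solvent-only control mean plus 3 SD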;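 also: cells exposed to compound for four days before flow analysis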
T cell modulator vesicle-bound % – second read-out of T cell modulator, no call of its own (marks repeat the call); double positive events, %; measured here: CD8+ vesicle-bound cell fraction;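 binding gate set so that unloaded-vesicle control wells show 10% double positive cells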
NTR1 agonist cell count 20 µM – also measured in NTR1 agonist; calls as there; cell count; measured here: cell count, cytotoxicity flag
Myeloid diff MLP GFP+ MAC1+ % – recorded beside Myeloid diff MLP, whose call it bears; GFP+ MAC1+ double positive, %; measured here: differentiation confirmed by MAC1 staining
* hit, by the source's call; i = inactive; x = no result given; [ ] = another dose, or the depositor's remark. Rule as the data show it, unless noted: active = inhibition above about 50%; inactive = the rest. Not all compounds are listed; count on the stated rates, not on these rows.

SMILES	KOR beta-arrestin-1	NOD2 inhibition	KOR beta-arrestin-2	T cell modulator	T cell modulator vesicle-bound %	NOD1 inhibition	GPR55 LPI antagonism	NTR1 agonist	NTR1 agonist cell count 20 µM	GPR55 beta-arrestin	Myeloid diff MLP	Myeloid diff MLP GFP+ MAC1+ %
CS(=O)(=O)Nc1ccc(C(=O)N2CC(=O)Nc3ccccc32)cc1	-14%	-1%	-7.9%	i	59	-34%	-4%	0.3	63	-0.2%	i	0.3
O=C(O)c1ccccc1C(=O)Nc1nc(-c2ccc3ccccc3c2)cs1	-42%	15%	5.6%	i	31	-47%	11%	0.4	50	-0.2%	i	3.2
CCOC(=O)C1CCCN(C(=O)CNC(=O)c2nn(-c3ccc(OC)c(Cl)c3)c(=O)c3ccccc23)C1 (stereo unspecified)	-11%	19%	-1.3%	i	20	-5%	-2%	0.3	54	-0.2%	i	0.4
CCN(CC)c1ccc(/C=N\N2CCN(Cc3ccc(C)cc3)CC2)cc1	-14%	9%	2.2%	i	23	2%	-10%	5.7	36	0.7%	i	0.1
Cn1c(N)c(C(=O)COC(=O)C2(c3cccc(F)c3)CCCC2)c(=O)n(C)c1=O	-27%	11%	-3.6%	i	19	21%	-4%	3.9	33	0.3%	i	0.7
CN(C(=O)Cc1c(C(=O)O)n(C)c2ccccc12)c1cccc(C(F)(F)F)c1	-23%	-17%	-4.8%	i	26	-8%	2%	0.2	98	0.0%	i	0.7
Cc1ccc(S(=O)(=O)Nc2c(C)n(C)n(-c3ccccc3)c2=O)cc1C(=O)OCC(=O)N1CCCC(C)C1 (stereo unspecified)	-4%	13%	0.8%	i	39	-19%	3%	-0.4	51	-0.3%	i	0.8
Cc1nc2ccccc2c(=O)n1NC(=O)C1CC1C (stereo unspecified)	-12%	6%	-6.3%	i	33	-46%	1%	1.9	61	0.2%	i	0.4
CCOC(=O)N1CCN(C(=O)CCn2nc(-c3ccccc3)ccc2=O)CC1	-27%	-4%	5.8%	i	50	-13%	1%	1.2	65	-0.1%	i	0.0
CCc1ccccc1NC(=O)c1cc2sccc2n1C	-14%	-2%	20%	i	44	0%	-9%	-3.5	65	0.2%	i	2.1
O=C(Cn1cnc([N+](=O)[O-])n1)N/N=C/c1ccc2ccccc2c1	33%	9%	1.1%	i	48	-5%	3%	-0.4	60	0.1%	i	0.8
CN(C)S(=O)(=O)c1cccc(NC(=O)COC(=O)CCOc2ccccc2)c1	13%	10%	-2.2%	i	33	-18%	10%	0.8	60	0.4%	i	1.0
CCOC(=O)c1ccc(CNC(=O)C2CCC(=O)N(CCc3ccccc3)C2)o1 (stereo unspecified)	9%	4%	3.1%	i	32	-12%	-2%	-1.7	73	-0.1%	i	1.9
O=C(CSc1ccccn1)Nc1nc2ccccc2s1	15%	-39%	3.3%	i	49	-27%	2%	-0.7	65	0.2%	i	0.2
Nc1nnc(CCOc2ccc(Cl)cc2)s1	37%	15%	-6.6%	i	34	-6%	-4%	2.7	51	0.7%	i	6.0
COC(=O)Nc1snnc1C	-11%	6%	1.9%	i	36	34%	0%	0.6	51	-0.1%	i	2.1
CCCn1c(=O)c2c(nc3n2CCS3)n(C)c1=O	-13%	-1%	-1.1%	i	8	-36%	11%	1.3	46	0.0%	i	0.7
O=C(CSc1nc2cc3c(cc2c(=O)n1CCC1=CCCCC1)OCO3)NCc1ccco1	-3%	13%	-2.1%	i	17	-20%	2%	4.5	98	0.0%	i	0.5
N#Cc1cc(N)c(Nc2ccccc2)cc1C#N	4%	21%	0.6%	i	22	22%	2%	-0.1	32	-0.1%	x	x
COc1ccc(C(=O)NC2CCN(C(=O)NCc3ccccc3)CC2)cc1	-5%	8%	-0.2%	i	47	-26%	-6%	-0.8	64	-0.2%	x	x
CC1CCCC(NC(=S)NC(=O)c2ccccc2Br)C1C (stereo unspecified)	-33%	15%	1.6%	i	25	40%	12%	29	47	-0.2%	i	0.4
COCCn1nnnc1C(c1cc2cc(C)ccc2[nH]c1=O)N1CCCCCC1 (stereo unspecified)	-41%	5%	3.0%	i	39	-10%	13%	-1.2	54	-0.2%	i	5.9
O=C(CCNC(=O)C1CCN(S(=O)(=O)c2ccc(F)cc2)CC1)NCc1ccccc1Cl	-36%	0%	-0.2%	i	18	-7%	-6%	1.2	48	-0.2%	i	1.5
COCCn1c(COc2ccc(Cl)cc2)nnc1SCC(N)=O	-38%	10%	-0.8%	i	48	x	-3%	0.4	51	0.7%	i	0.8
N#CCOC(=O)C1CSC2(c3ccc(Br)cc3)CCC(=O)N12 (stereo unspecified)	-4%	26%	-7.2%	i	30	-31%	12%	2.2	53	-0.4%	i	0.0

Four compounds from above, sorted by heavy-atom count, lowest first:
SMILES	KOR beta-arrestin-1	NOD2 inhibition	KOR beta-arrestin-2	T cell modulator	T cell modulator vesicle-bound %	NOD1 inhibition	GPR55 LPI antagonism	NTR1 agonist	NTR1 agonist cell count 20 µM	GPR55 beta-arrestin	Myeloid diff MLP	Myeloid diff MLP GFP+ MAC1+ %
N#Cc1cc(N)c(Nc2ccccc2)cc1C#N	4%	21%	0.6%	i	22	22%	2%	-0.1	32	-0.1%	x	x
Cc1nc2ccccc2c(=O)n1NC(=O)C1CC1C (stereo unspecified)	-12%	6%	-6.3%	i	33	-46%	1%	1.9	61	0.2%	i	0.4
CC1CCCC(NC(=S)NC(=O)c2ccccc2Br)C1C (stereo unspecified)	-33%	15%	1.6%	i	25	40%	12%	29	47	-0.2%	i	0.4
CCOC(=O)N1CCN(C(=O)CCn2nc(-c3ccccc3)ccc2=O)CC1	-27%	-4%	5.8%	i	50	-13%	1%	1.2	65	-0.1%	i	0.0

Back to the main list, starting 2 compounds before the break.
SMILES	KOR beta-arrestin-1	NOD2 inhibition	KOR beta-arrestin-2	T cell modulator	T cell modulator vesicle-bound %	NOD1 inhibition	GPR55 LPI antagonism	NTR1 agonist	NTR1 agonist cell count 20 µM	GPR55 beta-arrestin	Myeloid diff MLP	Myeloid diff MLP GFP+ MAC1+ %
COCCn1c(COc2ccc(Cl)cc2)nnc1SCC(N)=O	-38%	10%	-0.8%	i	48	x	-3%	0.4	51	0.7%	i	0.8
N#CCOC(=O)C1CSC2(c3ccc(Br)cc3)CCC(=O)N12 (stereo unspecified)	-4%	26%	-7.2%	i	30	-31%	12%	2.2	53	-0.4%	i	0.0
O=C(COc1ncnc2ccccc12)N1CCN(c2ccccc2)CC1	22%	6%	-3.7%	i	11	-27%	3%	1.6	39	-0.4%	i	0.4
Cc1cccc(N2C(=O)CSC23CCCCC3)c1	14%	-2%	-1.8%	i	40	-14%	6%	0.4	39	-0.1%	i	0.2
O=C(COc1ccc(S(=O)(=O)N2CCCCC2)cc1Cl)N1CCOCC1	-8%	-11%	4.3%	i	22	35%	1%	1.5	46	0.3%	i	0.4
COC(=O)c1cccc(C(=O)N2CCCC(C(=O)c3ccccc3OC)C2)c1 (stereo unspecified)	-10%	18%	5.2%	i	3	-9%	-20%	1.2	60	-0.1%	i	0.7
COc1ccc(C(=O)Nc2ccc(C(=O)N3CCC(C)CC3)cc2)cc1OC	-14%	23%	-1.7%	i	25	-30%	12%	0.0	50	-0.1%	i	0.9
Cc1ccc(SCc2[nH]nc3c2C(C(C)C)C(C#N)=C(N)O3)cc1 (stereo unspecified)	9%	15%	-0.2%	i	32	20%	21%	2.7	71	0.3%	i	2.5
COC(=O)c1ccccc1NC(NC(=O)c1ccco1)C(=O)c1ccc(C)cc1 (stereo unspecified)	-44%	8%	0.6%	i	49	-96%	2%	7.6	66	-0.3%	i	1.4
O=S(=O)(Nc1cccc2ccccc12)N1CCCC1	10%	3%	3.0%	i	10	-19%	2%	-1.1	41	-0.1%	i	1.9
COc1ccc(NS(=O)(=O)c2ccc(O)c(C(=O)OCC(=O)N3CC(C)OC(C)C3)c2)cc1 (stereo unspecified)	-6%	19%	-11%	i	29	5%	9%	1.3	66	-0.2%	i	0.6
Oc1ccc(CCC2CCCCN2Cc2nc(C3CC3)no2)cc1 (stereo unspecified)	-33%	-1%	3.1%	i	21	-20%	2%	0.1	38	0.5%	i	0.4
Oc1ccccc1-c1cc(-c2ccccc2Cl)[nH]n1	11%	-203%	8.7%	i	33	-29%	6%	18	73	-0.2%	i	7.2
C/C=C/C=C/[C@H]1Cc2cc(O)cc(O)c2O1	6%	14%	-6.3%	i	60	3%	13%	-2.3	105	0.6%	x	x
COCCn1c(N2CCN(c3ccccc3)CC2)nc2c1c(=O)n(C)c(=O)n2C	-10%[20 µM]	17%	x	i	42	-18%	5%	2.2	58	-0.1%	i	0.5
Nc1cnn(C2OC(CO)C(O)C2O)c(=O)n1 (stereo unspecified)	-4%	-37%	0.9%	i	18	-56%	-2%	3.2	43	-0.2%	i	0.3
CN1C2C=C3C(C#N)=C(N)C(C#N)(C#N)[C@@H](c4ccc(Cl)cc4)[C@@H]3C1CC2 (stereo partly specified)	12%	5%	1.7%	i	40	-4%	11%	0.5	60	0.0%	i	0.3
Cc1nn(C)c(C)c1S(=O)(=O)N(CC(=O)NCc1ccco1)c1ccc(C(C)C)cc1	26%	8%	1.8%	i	45	-28%	8%	0.0	89	-0.5%	x	x
OCn1c2ccccc2c2ccccc21	2%	-8%	-0.9%	i	41	-4%	3%	-0.1	66	0.0%	i	0.7
O=C(Cn1[nH]c(=O)c2ccccc2c1=O)Nc1cccc(-c2nnc3n2CCCCC3)c1	20%	-4%	9.2%	i	29	-18%	12%	2.2	69	-0.1%	i	1.2
CCCN(C(=O)C1CCCN(c2ncnc3c2nc2n3CCCCC2)C1)c1ccc(F)cc1 (stereo unspecified)	16%	37%	-2.7%	i	47	10%	-3%	3.1	54	0.3%	i	0.7
Cc1nc(-c2cccc(S(=O)(=O)N3CCCCCC3)c2)cs1	-20%	15%	-9.0%	i	29	2%	9%	1.7	49	0.1%	i	0.8
CCn1c2ccccc2c2nnc(SCC(=O)NC(CC(C)C)C(=O)OC)nc21 (stereo unspecified)	16%	-10%	-1.9%	i	48	-7%	-3%	8.9	64	0.2%	i	1.3
